PvdQ inh: P. aeruginosa PvdQ acylase inhibition; 0.063% of 340,000 active; AID 488965; purified PvdQ acylase, fluorescence plate reader; inhibition, % at 10 µM; in the data active = inhibition above about 30%, passing the limit was not always enough; inconclusive = no clear call, values can overlap the other calls;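 also: 0% = vehicle neutral wells and 100% = reference inhibitor wells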
dFosB activator: enhances mouse delta FosB homodimer DNA binding | activation, % at 25 µM | 0.99% of 340,000 active | P13346 | purified delta FosB, TAMRA-CDK5 oligo fluorescence polarization; percent of positive-control signal above neutral wells | AID 493131;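 active = mean activation above about 17%, with every replicate also reaching it, limit read from the data, passing the limit was not always enough; inconclusive = only one of the two conditions met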;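 also: fluorescence polarization rise as delta FosB binds a TAMRA Cdk5 AP-1 oligo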
PfHsp90 yeast 2: inhibits growth of yeast expressing Plasmodium falciparum Hsp90 | S. cerevisiae expressing PfHsp90, BacTiter-Glo ATP, 48 h; yeast lacking PDR1 and PDR3 efflux regulators | 0.32% of 310,000 active | inhibition, % at 9.4 µM;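 active = every replicate shows inhibition above about 80%, whatever the replicate mean, limit read from the data; inconclusive = mean inhibition reaches the set limit but some replicate falls short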;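 also: 0% = DMSO neutral controls and 100% = 20 µM radicicol positive controls; yeast relying on Plasmodium falciparum Hsp90 in place of its own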
CAL PDZ FP-1: human CAL PDZ-peptide interaction inhibition | Q9HD26 | purified CAL PDZ, TMR-peptide fluorescence polarization, 1 h | inhibition, % at 20 µM | 0.02% of 330,000 active | AID 504414;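 active = highest replicate inhibition of at least 40%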;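 also: plate controls were DMSO neutral control wells for no effect and unlabeled competitor peptide control wells for full effect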
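Test system: tagged CAL PDZ domain / Buffer or medium: sodium phosphate/NaCl buffer pH 7.4 with TCEP, IgG, Thesit / Reagent: TMR-labelled reporter peptide T*-PRC34 bound in PDZ groove / Compound dosing: single point, 20 µM / Schedule: 1 h incubation at room temperature before polarization reading / Technique: fluorescence polarization (mP) / Benchmarks: unlabelled peptide, DMSO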
Rtt109 HAT inh: C. albicans Rtt109 histone acetyltransferase inhibition; Q5AAJ8; inhibition, % at 34.9 µM; purified Rtt109/Vps75, ThioGlo CoA-SH fluorescence, 4 h; AID 540336; 0.16% of 330,000 active;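 active = inhibition of at least 50% in every replicate; inconclusive = best replicate reaches 50% inhibition but some replicates fall short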
Target sequence (Q5AAJ8 whole entry, looked up): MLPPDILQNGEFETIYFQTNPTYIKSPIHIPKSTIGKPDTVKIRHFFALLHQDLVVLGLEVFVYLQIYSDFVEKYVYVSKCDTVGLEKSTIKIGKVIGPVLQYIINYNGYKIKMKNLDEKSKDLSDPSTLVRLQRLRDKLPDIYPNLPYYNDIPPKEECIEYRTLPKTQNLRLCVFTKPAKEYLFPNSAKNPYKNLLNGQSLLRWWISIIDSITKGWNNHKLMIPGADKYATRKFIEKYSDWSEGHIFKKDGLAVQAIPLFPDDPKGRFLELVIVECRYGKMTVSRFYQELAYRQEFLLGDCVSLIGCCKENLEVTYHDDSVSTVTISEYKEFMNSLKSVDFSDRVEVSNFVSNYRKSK
SR-BI HDL uptake: mouse SR-BI HDL lipid transfer inhibition; ldlA[mSR-BI] CHO cells, DiI-HDL uptake fluorescence, 3 h; 0.96% of 320,000 active; inhibition, % at 12.5 µM;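 active = mean replicate inhibition of at least 70% and a set share of replicates each scoring 70 or more; inconclusive = meets just one of the two criteria; inactive = fails both criteria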;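 also: 0% = median of neutral control wells and 100% = median of positive control wells; values of inactives mirror those of a sister screen read the other way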
Target sequence (Q61009 whole entry, looked up): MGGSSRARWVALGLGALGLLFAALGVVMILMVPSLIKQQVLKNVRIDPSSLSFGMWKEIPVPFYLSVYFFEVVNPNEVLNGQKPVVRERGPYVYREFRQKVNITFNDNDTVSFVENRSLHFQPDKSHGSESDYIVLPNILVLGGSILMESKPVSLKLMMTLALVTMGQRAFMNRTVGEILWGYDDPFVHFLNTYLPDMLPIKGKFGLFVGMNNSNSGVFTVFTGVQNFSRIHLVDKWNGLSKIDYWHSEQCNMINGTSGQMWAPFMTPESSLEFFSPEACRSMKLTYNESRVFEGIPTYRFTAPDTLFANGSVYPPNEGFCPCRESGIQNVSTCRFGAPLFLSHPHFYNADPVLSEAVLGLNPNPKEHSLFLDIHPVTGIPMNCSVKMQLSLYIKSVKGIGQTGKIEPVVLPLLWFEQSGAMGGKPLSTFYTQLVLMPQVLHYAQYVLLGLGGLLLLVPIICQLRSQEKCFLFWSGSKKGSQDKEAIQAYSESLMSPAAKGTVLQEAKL
CAL PDZ FP-2: CAL PDZ (human) peptide binding inhibition; Q9HD26; AID 602252; 0.92% of 300,000 active; inhibition, % at 24.9 µM; purified CAL PDZ, TMR-peptide fluorescence polarization, 1 h;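 active = mean inhibition of at least 30% with at least half of replicates also reaching 30%; inconclusive = no clear call, values can overlap the other calls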;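 also: 0% = DMSO neutral control and 100% = excess unlabeled competitor peptide PRC23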
NSD2 inh: NSD2 (human) methyltransferase inhibition; 0.54% of 310,000 active; O96028; inhibition, % at 12.5 µM; NSD2 peptide methylation, AlphaScreen, 120 min; in the data active = inhibition above about 50%
SR-BI uptake up: activators of SR-BI mediated HDL lipid uptake | CHO ldlA[mSR-BI] cells, DiI-HDL uptake fluorescence, 3 h; 100 = double the neutral-control signal | activation, % at 12.5 µM | 0.096% of 320,000 active | AID 504775;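 active = mean replicate activation of at least 60% and every replicate at or above 60%; inconclusive = mean or all-replicate condition met, but not both; inactive = mean below 60% and not all replicates reaching 60%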;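 also: 0% = median plate neutral-control signal and 100% = twice that signal; values of inactives mirror those of a sister screen read the other way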
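Assay system: CHO ldlA[mSR-BI] cells, LDL receptor-null, SR-BI overexpressing; medium: Ham's F12 with 0.5% BSA, HEPES 25 mM, pH 7.4; also added: DiI-HDL 10 µg/mL; timing: 3 h uptake period with compound, 37 °C; signal: DiI fluorescence, bottom read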
MITF TRPM1 HTS: MITF TRPM1 promoter activation in melanoma cells. SK-MEL-5 TRPM1-promoter luciferase, 24 h; % of positive control, neutral wells = 0. activation, % at 12.5 µM. 0.75% of 300,000 active. AID 588334;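 active = mean activation of at least 80% with every replicate also reaching 80%; inconclusive = mean reaches 80% but some replicate falls short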;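 also: 0% = neutral control wells and 100% = parthenolide positive control wells; values of inactives mirror those of a sister screen read the other way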
Starred values were filed as active, the others as inactive; ? = inconclusive; . = no result given. Random draw from the library. About 4.3% of those tested had a hit in this group.

entry	PvdQ inh	dFosB activator	PfHsp90 yeast 2	CAL PDZ FP-1	Rtt109 HAT inh	SR-BI HDL uptake	SMILES	CAL PDZ FP-2	NSD2 inh	SR-BI uptake up	MITF TRPM1 HTS
1	-6	-5	4	-1.1	.	-6	COc1ccc(CN(Cc2ccc(C(=O)O)cc2)C(=S)Nc2ccccc2C)cc1OC	-3	-3	6	12
2	-14	4	2	0.1	1	-16	Cc1nc([N+](=O)[O-])cn1CC(=O)c1ccc(Br)cc1	-1	.	16	-5
3	-8	-1	16	-1.9	0	-21	CCCCN(C(=O)C1CCC1)c1c(N)n(Cc2ccccc2)c(=O)[nH]c1=O	0	-8	21	1
4	5	-4	3	-0.2	19	3	CN(Cc1c(C(=O)N/N=C/c2cccc(F)c2)nnn1-c1nonc1N)c1ccccc1	-5	1	-3	13
5	16	-1	1	-0.2	-5	10	O=C(CNc1cccc(C(F)(F)F)c1)N/N=C/c1cn(-c2ccccc2)nc1-c1ccccc1	-3	0	-10	21
6	-11	3	-48	-0.4	-1	-3	CC(C)N(Cc1ccccc1)C(=O)c1cccs1	-1	1	3	2
7	-1	-13	19	-0.6	12	25	COc1cccc(NC(=O)CN(C)C(=O)c2ccccc2CCc2ccccc2)c1	-1	8	-25	-4
8	-8	-5	43	0.2	7	-3	O=[N+]([O-])c1cccc(NC(=S)N2CCOCC2)c1	.	85*	3	-5
9	-12	-6	-15	-0.1	-5	2	CC(=O)c1c(C)[nH]c(C)c1C(C)=O	-4	-1	-2	-4
10	5	-4	-36	-0.9	-4	2	CC(C)(C)CC(C)(C)n1nnnc1N	1	.	-2	10
11	-14	-1	-14	0.2	9	65	COc1ccc(-c2nc(NC(=O)c3cc(C(C)(C)C)nn3C)sc2C)cc1	.	1	-65	-2
12	2	4	-1	-0.8	-5	9	O=C(NCCc1ccccc1)c1n[nH]c(=O)c2ccccc12	-3	-2	-9	27
13	-2	-3	-17	-0.1	-3	18	O=C1N/C(=C/c2cccn2-c2ccccc2)C(=O)N1Cc1ccc(F)cc1	-1	-1	-18	-16
14	-7	-2	12	-2.0	-1	-8	Cn1c(SCC(=O)NC2CCCCCC2)nnc1-c1cccs1	5	-1	8	9
15	-10	-4	-17	0.5	1	20	Cc1cc(C)cc(C(=O)OCC(=O)N2CCCCCC2)c1	-4	0	-20	5
16	-3	77*	-16	-2.8	2	5	O=C(CSc1nnnn1-c1ccccc1)Nc1ncc(Cc2cccc(Cl)c2Cl)s1	-2	5	-5	3
17	-2	-1	-15	-0.5	0	22	COC(=O)CCCCCN1C(=O)NC(C2CC2)C(C(=O)OCc2ccccc2)=C1C (stereo unspecified)	0	.	-22	6
18	5	4	6	.	-9	-21	COc1cc(C(=O)O)cc(OC)c1OCc1cc(C(=O)O)oc1C	-7	13	21	-4
19	-12	-7	5	-2.7	-4	5	COc1ccc(OC)c(NC(=O)CSc2nnnn2C2CCCC2)c1	0	.	-5	-1
20	7	-4	-29	0.0	-9	37	COc1ccc(/C=N/NC(=O)c2ccncc2)cc1CN1CCOCC1	0	1	-37	.

Continued:
entry	PvdQ inh	dFosB activator	PfHsp90 yeast 2	CAL PDZ FP-1	Rtt109 HAT inh	SR-BI HDL uptake	SMILES	CAL PDZ FP-2	NSD2 inh	SR-BI uptake up	MITF TRPM1 HTS
21	2	-3	.	-0.6	4	14	CC(=O)c1c(C)[nH]c(C(=O)OCC(=O)C(C)(C)C)c1C	-2	1	-14	-7
22	-12	-4	-18	-0.8	-1	8	COc1ccccc1Sc1nc(-c2ccccc2)ncc1OC	.	-2	-8	-21
23	-9	-3	7	-2.7	0	-1	C/C(=N\NC(=O)c1nnn(-c2nonc2N)c1CN(C)c1ccccc1)c1cccnc1	-3	8	1	-1
24	-11	-10	-8	-1.8	6	-5	O=C(O)C(Cc1ccc(O)cc1)N1C(=O)c2c(Cl)c(Cl)c(Cl)c(Cl)c2C1=O (stereo unspecified)	-1	4	5	.
25	4	-4	6	0.0	-5	18	COc1ccc(NC(=O)CCCN2C(=O)/C(=C\c3ccco3)SC2=S)cc1	-1	1	-18	-5
26	-14	-7	-53	-2.9	0	0	CN=C1N(C)C[C@@H]2[C@@H]3C(=O)N(C)C(=O)[C@@H]3[C@](Cc3ccccc3)(C(=O)OC)N12	-3	.	0	-3
27	10	-11	5	-1.0	7	-12	CO/N=C/c1c(-c2ccccc2)nn(C)c1Cl	-3	-1	12	4
28	-25	-11	1	-2.5	-2	1	CC(C)CN(C(=O)COc1ccc(C(C)(C)C)cc1)C1CCS(=O)(=O)C1 (stereo unspecified)	-4	2	-1	4
29	-10	-3	20	0.8	-9	-3	CCCC(=O)Nc1ccc2c(c1)nc1n2CCN(CCOC)C1	8	-1	3	-1
30	4	5	0	-1.5	-1	-7	CC(CCc1ccc(O)cc1)NCc1ccc(Cl)cc1Cl (stereo unspecified)	-12	9	7	.
31	-14	-5	21	-1.5	-2	13	Cc1ccc(-n2nc3c(=O)n(CCCC(=O)NCc4ccccc4Cl)nc(C)c3c2C)cc1	-4	5	-13	-23
32	-13	-6	5	-0.5	-2	-41	Cc1ccc(NC(=O)CN(C)CC(=O)Nc2ccccc2C#N)cc1	-6	-3	41	4
33	-7	-2	-7	-0.7	-3	-10	CN(C)CCSc1nc2cc(S(=O)(=O)N3CCCCC3)ccc2o1	-7	2	10	0
34	-14	-7	0	-0.2	2	21	O=C(c1ccc(Cl)c(S(=O)(=O)N2CCOCC2)c1)N(Cc1nnc(-c2ccccc2Cl)o1)C1CC1	-9	1	-21	3
35	-6	-2	.	-1.8	-2	-29	COC(=O)c1ccccc1NC(=O)Nc1cc(C)cc(C)n1	-2	0	29	0
36	-3	-12	4	0.0	1	-5	COCCNC(=O)C(c1ccco1)N(C(=O)Cn1nnc2ccccc21)c1ccc(C)cc1C (stereo unspecified)	.	2	5	.
37	-5	-4	-8	0.8	-2	-16	Cc1ccc(S(=O)(=O)NC(=O)NC(C)(C)C)cc1	-3	-1	16	0
38	-4	7	-21	0.4	-5	-31	COc1cc(C(c2c(C)[nH][nH]c2=O)c2c(C)[nH][nH]c2=O)cc(Cl)c1O	-2	4	31	.
39	-8	0	9	0.0	1	-6	CCC(C)N(C(=O)COC(=O)c1cc([N+](=O)[O-])ccc1N1CCOCC1)C1CCS(=O)(=O)C1 (stereo unspecified)	-6	1	6	1
40	-3	-9	.	.	6	-22	O=C(CCCCCn1c(=O)[nH]c2ccccc2c1=O)N1CCN(Cc2ccc3c(c2)OCO3)CC1	-1	0	22	.

The results go on:
entry	PvdQ inh	dFosB activator	PfHsp90 yeast 2	CAL PDZ FP-1	Rtt109 HAT inh	SR-BI HDL uptake	SMILES	CAL PDZ FP-2	NSD2 inh	SR-BI uptake up	MITF TRPM1 HTS
41	1	-1	?	-1.8	.	69	CCc1cccc2c(C(=O)COC(=O)c3ccc([N+](=O)[O-])s3)c[nH]c12	1	1	-69	-14
42	-10	0	-13	-4.0	3	-17	N#Cc1c(NC(=O)CSc2nc(N)cc(=O)[nH]2)sc2c1CCCCCC2	-2	0	17	-18
43	3	-3	2	-0.4	7	-8	CC(OC(=O)CCC(=O)c1cccs1)C(=O)NC1CCCCC1C (stereo unspecified)	1	.	8	2
44	-11	-4	-4	-0.1	-11	-2	Nn1c(SCC(=O)Nc2ccccc2C(F)(F)F)nncc1=O	-3	-7	2	-1
45	9	8	11	0.7	-10	-8	CCCCN(CCCC)C(=O)C1CC=CCC1C(=O)O (stereo unspecified)	7	1	8	-12
46	5	-2	.	-0.8	15	-12	O=C(c1cccc(S(=O)(=O)Nc2ccccc2Cl)c1)N1CCC1	1	-1	12	-3
47	-6	3	-26	-1.8	0	11	COc1cc(/C=C/C(=O)OCC(=O)NCc2ccco2)cc(OC)c1OC	-4	12	-11	-1
48	-4	-23	-26	-0.6	-1	3	O=c1c2ccccc2oc2c1oc1ccccc12	-7	.	-3	103*
49	-12	-1	9	-1.2	-8	18	CCc1c(C)nc2c(C)cccc2c1SCCC#N	1	-7	-18	-2
50	-17	-9	10	6.9	-3	-47	COc1cccc2c1NC(C(=O)O)C1CC=CC21 (stereo unspecified)	-3	.	47	-11
51	-11	-10	42	-0.6	3	13	O=C(Cc1cccc(C(F)(F)F)c1)OCC(=O)N1CCN(S(=O)(=O)c2ccc(Cl)cc2)CC1	-3	0	-13	6
52	-20	-6	9	0.3	-3	-6	NC(=O)C1CCN(c2oc(-c3ccccc3F)nc2S(=O)(=O)c2ccc(Cl)cc2)CC1	-4	1	6	-2
53	-11	-6	13	-2.6	-2	16	O=C(CCc1ccccc1)NC(=S)Nc1cc(C(F)(F)F)ccc1N1CCOCC1	.	-3	-16	-14
54	4	3	-7	-1.1	-7	-15	CCOC(=O)Cn1c(=O)c2c(nc(N3CCCCC3)n2C)n(C)c1=O	-2	1	15	-2
55	-36	-3	4	0.3	-7	1	CCOC(=O)CC1(C)NC(=O)c2c(C)sc(C(=O)OCC)c2N1 (stereo unspecified)	-5	-2	-1	-9
56	-12	-18	19	.	10	-3	Cc1ccc(C)c(S(=O)(=O)Nc2ccc3sc(C)nc3c2)c1	-4	6	3	-6
57	5	-5	-3	-2.4	52*	5	COc1ccc2nc(NC(=O)CN3C(=O)NC4(CCCCC4)C3=O)sc2c1	-2	2	-5	0
